Screening data: PubChem BioAssay, National Center for Advancing Translational Sciences (NCATS)
AmpC no deterg: inhibitors of E. coli AmpC beta-lactamase without detergent | P00811 | AmpC nitrocefin hydrolysis, absorbance 480 nm, 0.0001% Triton | Potency, µM (titrated, usually from 57.1 µM), without a hit: at the top dose activity change, negative = inhibition, actives largely listed as inhibitors | 330,000 tested, 0.52% active | AID 485341;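 note: potency is the fitted concentration of half-maximal effect; plate controls were no compound for no effect and no enzyme for full effect; nearly all actives have a fitted effect of over 20% in size; some results filed as inactive show a strong effect at the top dose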
Target sequence (P00811 whole entry, looked up): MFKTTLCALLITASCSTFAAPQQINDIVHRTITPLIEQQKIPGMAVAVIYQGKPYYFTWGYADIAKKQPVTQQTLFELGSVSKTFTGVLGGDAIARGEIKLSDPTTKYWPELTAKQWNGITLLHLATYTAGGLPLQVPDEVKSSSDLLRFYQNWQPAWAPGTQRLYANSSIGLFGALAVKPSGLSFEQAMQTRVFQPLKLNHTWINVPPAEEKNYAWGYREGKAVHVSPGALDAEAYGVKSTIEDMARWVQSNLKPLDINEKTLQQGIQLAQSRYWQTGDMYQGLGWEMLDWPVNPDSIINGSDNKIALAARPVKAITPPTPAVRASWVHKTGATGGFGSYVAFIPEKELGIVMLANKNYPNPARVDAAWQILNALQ
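20 mM phosphate pH 7.0 + 0.01% (detergent screen) or 0.0001% Triton X-100; 5.3 nM AmpC reagent; cpd preinc 15 min RT; nitrocefin (800 uM stock) to start; A480 q20 s × 4 min; Activity was normalised to no-enzyme and no-compound control wells.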
Shiga inhibitor: blocks Shiga toxin action in Vero cells | 290,000 tested, 9.2% active | inhibition, % at 38.7 µM | Vero cells, Shiga toxin protein synthesis inhibition reporter | AID 2315; in the data active = inhibition mostly above about 28%, no sharp cut-off; inactive = mostly below about 43%; note: 0% is about no effect
HCMV antiviral: human cytomegalovirus inhibition. HFF cells, HCMV-luciferase reporter, 72 h; hits give low values. activity change, negative = inhibition, % at 57.5 µM. 410,000 tested, 4.5% active. AID 1259415; in the data active = activity change below about -60%; inconclusive = no clear call, values can overlap the other calls; inactive = above about -39%; note: % is set by controls: 0 for no effect and ±100 for the full control effect
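Luciferase read-out from HCMV-luciferase-infected HFFs (MOI 1 PFU/cell) 72 h post infection at 37C; compounds added after 16 h cell attachment; activity normalized between buffer-only basal and Salinomycin (10uM) inhibitor controls.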
AMA1-RON2 inh: inhibitors of Plasmodium falciparum AMA1-RON2 interaction; Potency, µM (top dose mostly 58.2 µM), inactives show top-dose activity change, negative = inhibition, usual class: inhibitors; AlphaScreen AMA1-biotinylated RON2 peptide binding; 360,000 tested, 0.2% active;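 note: potency is the fitted concentration of half-maximal effect; 0% = vehicle wells and -100% = peptide control; nearly all actives have a fitted effect of over 45% in size; some results filed as inactive show a strong effect at the top dose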
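AMA1 (3D7) with his tag at 25 nM final met compounds first, then biotinylated RON2 peptide at 25 nM; detection used donor plus acceptor beads, 10 µg/mL apiece, read by AlphaScreen after 30 min at room temperature.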
Giardia FBPA inh: blocks Giardia fructose-bisphosphate aldolase activity | A8B2U2 | 290,000 tested, 0.71% active | Potency, µM (doses to about 59.6 µM), without a hit: at the highest dose activity, negative = inhibition, usual class: inhibitors | purified Giardia FBPA | AID 2451; note: potency is the fitted concentration of half-maximal effect; % is set by controls: 0 for no effect and ±100 for the full control effect; nearly all actives have a fitted effect of over 55% in size
Target sequence (A8B2U2 whole entry, looked up): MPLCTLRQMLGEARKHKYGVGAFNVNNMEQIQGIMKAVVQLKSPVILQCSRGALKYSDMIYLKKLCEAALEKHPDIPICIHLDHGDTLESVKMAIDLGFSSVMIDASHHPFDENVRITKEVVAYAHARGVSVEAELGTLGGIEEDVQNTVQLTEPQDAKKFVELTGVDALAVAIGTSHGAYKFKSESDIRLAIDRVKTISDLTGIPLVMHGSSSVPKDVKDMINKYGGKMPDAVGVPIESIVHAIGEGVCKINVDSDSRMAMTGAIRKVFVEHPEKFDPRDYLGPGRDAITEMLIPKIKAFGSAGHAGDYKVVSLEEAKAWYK
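40 nM FBPA preincubated 10 min at RT with compound (up to 57.5 uM final), then substrate plus GAPDH/TPI/NAD/arsenate coupling and diaphorase/resazurin added. Fluorescence read after 20 min at RT, 525/598 nm.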
CHX counter: counter-screen for Shiga toxin inhibitors: cycloheximide protein synthesis inhibition. 300,000 tested, 12% active. max response, %. cell reporter, cycloheximide protein synthesis inhibition counterscreen; in the data active = max response mostly above about 13%, no sharp cut-off; inactive = mostly below about 14%; note: read at 38.3 µM for the half of the compounds with a filed dose; 0% is about no effect
AmpC detergent: AmpC beta-lactamase inhibition with detergent present; 370,000 tested, 0.041% active; AmpC hydrolysis of nitrocefin, absorbance 480 nm, 0.01% Triton; P00811; AID 485294; Potency, µM (doses to about 114 µM), for the others: at the highest dose activity change, negative = inhibition, usual class: inhibitors;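 note: potency is the fitted concentration of half-maximal effect; 0% = no-compound wells and -100% = no-enzyme wells; nearly all actives have a fitted effect of over 25% in size; some results filed as inactive show a strong effect at the top dose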
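AmpC (5.3 nM in the dispensed reagent) in 20 mM phosphate pH 7.0 with 0.01% (detergent screen) or 0.0001% Triton X-100 was preincubated with compounds for 15 min at room temperature. Nitrocefin was then added from an 800 uM solution, and hydrolysis was followed at 480 nm.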
Numbers without * were called inactive; i = inactive; ? = inconclusive; · = no result given; & = joins results of further samples; [ ] = dose if it differs, or a comment. Unless noted, calls come from the whole dose curve; as a rule, active = well fitted curve in the direction sought with a large enough effect; inconclusive = small, poorly fitted or top-dose-only effect, or another doubt; inactive = no such curve, though single readings can be large; an effect the other way counts as inactive or inconclusive.

canonical_smiles,HCMV antiviral,AmpC no deterg,AMA1-RON2 inh,CHX counter,Giardia FBPA inh,Shiga inhibitor,AmpC detergent
C/C(=N/OC(=O)c1c(-c2ccccc2Cl)noc1C)c1cnccn1,-24,41%,33%[activator],-2,1%,-9,8%
CN(C)/C=C(\C#N)C(=O)c1cccnc1Oc1cccc(F)c1,30,-8%,-9%,13,2%,-1,-3%
Cc1oc2cc(OC(C)C(=O)O)ccc2c(=O)c1Oc1ccccc1 (stereo not given),12,-18%,-10%,-3,23%,-6,-5%
Cc1c(Cl)cccc1NC(CC(=O)c1ccccc1)C(=O)O (stereo not given),9,-13%,9%,70*,5%,150*,4%
CCN(CC(=O)NCc1ccc(F)cc1)C(=O)c1cc2ccccc2o1,-14,18%,7%,-4,7%,-8,-17%
O=C(COC(=O)c1ccncc1)Nc1cc(Cl)ccc1Cl,30,-6%,10%,-3,5%,28,-2%
CC(=O)Nc1ccc(S(=O)(=O)Nc2ccc3c(c2)OCCO3)cc1,·,-22%,-7%,5,11%,-6,-1%
CCSc1nnc(NC(=O)CSc2c(Cl)cccc2Cl)s1,-7,-31%,-13%,-2,0%,-25,-6%
CCc1nnc(NC(=O)CSc2nnc(CNc3ccc(OC)cc3)n2C)s1,20,-28%,11%,-5,-2%,-1,4%
COc1ccc(-n2c(Cc3cccn3C)nnc2SCC(=O)Nc2ccc(F)cc2)cc1,4,42%,-8%,6,-5%,9,?
O=C(NC1CC1)c1ccc(CSCc2ccccc2Cl)o1,0,1%,-5%,26*,·,18,-3%
Cc1cc(C)c(C(=O)CN2C(=O)NC3(CCC(C)CC3)C2=O)cc1C (stereo not given),22,-18%[11.4 µM],-9%,2,2%,5,-2%
Cn1c(COc2ccccc2)nc2ccccc21,39,-6%,-1%,32*,-7%,67*,-1%
Cc1ccc(-c2cc(C(F)(F)F)nn2-c2ccc(S(N)(=O)=O)cc2)cc1,5,12%,0%,1,17%&2%,-6,-8%
CC1CC(C)CN(C(=S)Nc2ccc3nc4n(c(=O)c3c2)CCCCC4)C1 (stereo not given),-32,133%[activator],-3%,3,2%,7,7%
Cc1cc(=O)oc2cc(OCc3ccc(C(=O)OCC(=O)Nc4ccc(N(C)C)cc4)cc3)ccc12,18,-13%,0%,-1,4%,17,-8%
O=C(CN1C(=O)NC2(CCCC2)C1=O)Nc1ccccc1N1CCCCC1,?,-11%,-3%,·,·,·,-16%
CC(=O)c1ccsc1-c1c(C)cc2oc(=O)cc(-c3ccccc3)c2c1C,-20,-5%,-14%,2,19%[89.2 µM],i,·
CCOC(=O)c1c(C)[nH]c(C(=O)COC(=O)c2cc(C)oc2C)c1C,-14,-5%,18%,·,·,·,8%
Cc1onc(-c2ccc(Cl)cc2Cl)c1-c1csc(COc2ccccc2)n1,-14,-8%,17%,1,4%,24,14%

More results:
canonical_smiles,HCMV antiviral,AmpC no deterg,AMA1-RON2 inh,CHX counter,Giardia FBPA inh,Shiga inhibitor,AmpC detergent
CN1C(=O)c2ccc(NC(=O)c3cccc4ccccc34)cc2C1=O,18,-4%,18%,-2,-3%,6,1%
CCOc1ncccc1C(=O)OCc1cccc([N+](=O)[O-])c1,31,-29%,26%,6,1%,-17,-10%
O=C(CN1CCN(c2ccc(Cl)cc2)CC1)c1ccc2c(c1)OCO2,-12,-4%,-5%,1,·,-5,-12%
COC(=O)C1(C)NC(c2cccs2)C2C(=O)N(c3ccccc3F)C(=O)C21 (stereo not given),50,-27%,-4%,-3,1%,9,?
CCN(C(=O)CN1C(=O)NC(c2ccccc2)(c2ccc(C)c(C)c2)C1=O)C1CCCCC1 (stereo not given),0,18%,-7%,·,·,·,7%
CCC1CCCCN1Cc1ccc(OC)c(C)c1 (stereo not given),-22,-9%,0%,-1,-9%,-8,?
Cc1ccc(-n2cnc3c(sc4nc(N5CCOCC5)c5c(c43)CCCC5)c2=O)cc1,-35,-20%,4%,-3,3%,8,2%
Cc1cccc(NC(=O)C2CCCN(C(=O)Nc3ccc(F)cc3)C2)c1 (stereo not given),-1,2%,2%,-3,1%,-2,2%
COc1cccc(CN(C)CC(=O)NNC(=O)c2ccc(Cl)cc2)c1,-9,-20%,31%[activator][2.32 µM],-2,5%,-16,-4%
COc1c2c(nc3occc13)C(CC=C(C)C)(OC)C(OC(C)=O)CC2 (stereo not given),5,2%,2%,-3,5%,-6,2%
CCNS(=O)(=O)c1ccc(CCC(N)=O)cc1,37,-8%,7%,-4,0%,15,7%
Cc1ccc(NC(=O)CCS(=O)(=O)c2ccc3c(c2)NC(=O)C(C)S3)cc1Cl (stereo not given),26,-33%,-2%,-3,-9%,23,-10%
COc1cc(/C=C/C(=O)OCC(=O)Nc2ccc3c(c2)OCCO3)ccc1O,-20,-4%,-9%,4,-8%,17,2%
CC(C)(C)c1ccc(C(=O)N2CCN(c3ncccn3)CC2)cc1,?,43%,5%,-4,-1%,5,-8%
COc1ccc(Cl)cc1NC(=O)CCS(=O)(=O)c1cc2c(cc1C)NC(=O)CO2,14,-19%,-1%,-2,-4%,-3,-17%
CN(C)CCNC(=O)c1ccccc1-c1ccccc1,16,-12%,1%,-4,-2%,14,0%
OC1(c2ccc(Br)cc2)CCNCC1,11,-12%,-20%,-1,2%,-2,-15%
O=C(NC1CC1)c1cc2cc(Br)ccc2s1,-2,-20%,-6%,38*,2%,51*,3%
O=C(c1cccc(Cl)c1)N1CCN(Cc2ccc3c(c2)OCO3)CC1,-15,54%,-7%,8,6%,5,-22%
Cc1ccnc(NC(=O)CCC(=O)N(CC(=O)NC(C)(C)C)Cc2ccc3c(c2)OCO3)c1,14,33%,2%,-3,3%,-16,-8%

(list continues)
canonical_smiles,HCMV antiviral,AmpC no deterg,AMA1-RON2 inh,CHX counter,Giardia FBPA inh,Shiga inhibitor,AmpC detergent
CC1Cc2nc(SCC(=O)Nc3nccs3)n(C)c(=O)c2S1 (stereo not given),72,-16%,0%,0,-14%,16,-3%
CCCNC(=O)C1CCC(CNS(=O)(=O)c2ccc3c(c2)N(C(C)=O)CCO3)CC1 (stereo not given),-21,10%,-2%,20,-1%,-4,-1%
COc1ccc(S(=O)(=O)N2CCCCC2)cc1NC(=O)CSc1nnc(C2CC2)n1C,-9,0%,-6%,·,·,·,-17%
CC(=O)NS(=O)(=O)c1ccc(NC(=O)c2oc3c(Cl)cccc3c2C)cc1,·,-16%,1%,-2,-4%,25,4%
CCC(=O)NNC(=S)NC(=O)c1ccc(C)cc1,5,-15%,88%[activator],31*,18µM*,51*,3%
COc1ccc(N2CCN(C(=O)CN(c3ccc(OC)cc3)S(=O)(=O)c3ccccc3)CC2)cc1,-32,137%[activator],?,-2,0%,-2,?
CC(C)(C)C(=O)Nc1ccc(S(=O)(=O)Nc2nccs2)cc1,4,-8%,-4%,5,-13%,4,-2%
Cc1cccc(/N=C/c2c(O)cc(C)oc2=O)n1,-1,-33%,22%,-2,-7%,-6,-9%
C/C(=N\Nc1ccc(S(=O)(=O)N2CCOCC2)cc1[N+](=O)[O-])C(C)C,?,1%,-16%,-1,5%,7,3%
Cc1ccc(NC(=O)CCc2ccc(S(=O)(=O)N3CCOCC3)cc2)c(C)c1,-5,5%,-6%,-2,2%,-8,-5%
O=C(CSc1ncnc2c1cnn2CCc1ccccc1)Nc1ccc(F)cc1,·,-50%,·,2,2%,-7,?
CC1Sc2ccc(C(=O)Nc3ccc(S(=O)(=O)N(C)C)cc3)cc2NC1=O (stereo not given),-21,?,-3%,·,·,·,-11%
COC(=O)c1ccc(C(=S)N2CCOCC2)cc1,?,-7%,12%,6,3%,-3,1%
Nc1nc(COC(=O)CCC(=O)c2ccccc2)nc(Nc2ccccc2)n1,5,0%,10%,·,·,·,-5%
C=CC[C@@H](CC(=O)N[C@@H](CO)Cc1ccccc1)C(=O)N[C@H](COC(=O)[C@@H](CC=C)Cc1ccc(F)cc1)C(C)(C)C,48,118%[activator],8%,·,·,·,·
COc1ccccc1CNC(=O)c1nn(-c2ccc(C)cc2)c(=O)c2c1c1ccccc1n2C,39&21,·,2%,2,0%,29,-2%&-1%
Cc1cc(Oc2ccc3ccccc3c2)nc(SCC(=O)c2ccccc2)n1,-35,-20%,-7%,-1,-2%,-3,-3%
COc1ccc(OCc2cc(C(=O)NCC3CCOCC3)no2)c(Cl)c1,54,32%,8%,51*,-2%,54*,0%
O=C(NCc1ccco1)c1ccc(Cl)c(S(=O)(=O)N2CCCC2)c1,-3,-26%,-3%,·,·,·,3%
O=C(c1ccccc1F)N1CCN(C2CCC(c3ccccc3)CC2)CC1 (stereo not given),-1,111%[activator],?,-2,?,-5,-5%

A different layout for two compounds above:
Sequence of screens – HCMV antiviral	AmpC no deterg	AMA1-RON2 inh	CHX counter	Giardia FBPA inh	Shiga inhibitor	AmpC detergent
> O=C(CSc1ncnc2c1cnn2CCc1ccccc1)Nc1ccc(F)cc1
→ ·	-50%	·	2	2%	-7	?
> Cc1cccc(/N=C/c2c(O)cc(C)oc2=O)n1
→ -1	-33%	22%	-2	-7%	-6	-9%

(more compounds)
canonical_smiles,HCMV antiviral,AmpC no deterg,AMA1-RON2 inh,CHX counter,Giardia FBPA inh,Shiga inhibitor,AmpC detergent
COc1ccc(-n2c(=S)[nH]c3sc4c(c3c2=O)CCc2ccccc2-4)cc1,·,-31%,·,10,-24%,19,-8%
COc1cccc(C(=O)Nc2nnc(-c3cccs3)s2)c1,20,-15%,20%,24*,2%,89*,-4%
O=c1oc(CCCO)cc2ccc(C#CC3(O)CCCCC3)cc12,-3,14%,13%,·,·,·,4%
O=C(O)Cn1c(=O)c2c3c(sc2n(Cc2ccccc2F)c1=O)CCCC3,81,-15%,-1%,-2,6%,-15,1%
COc1ccccc1N1CCN(C(=O)CSc2nc(N)cc(=O)[nH]2)CC1,9,11%,-12%,-3,6%,2,-9%
